hgDAF-12 ag = hgDAF-12 agonism, primary luciferase screen; HEK293 GAL4-hgDAF12 UAS-luciferase reporter, agonist luminescence; normalized to butyrate control; activation, % at 6.8 µM; 370,000 tested, 1.8% active; AID 687014;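 active = activation above a cutoff set at the mean of all screened compounds plus 3 SD, cut at about 10% in these data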;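 also: 0% = DMSO wells and 100% = sodium butyrate wells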
SMARCA2 activ = activators of SMARCA2 function; MG213 cells, MMTV-luciferase reporter, dexamethasone, overnight; AID 652017; 370,000 tested, 1% active; activation, % at 9.1 µM; in the data active = activation above about 7.8%;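 also: 0% = vehicle wells and 100% = reference activator wells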
ssDAF12 agonist = activates DAF-12 receptor from parasite S. stercoralis; activation, % at 6.8 µM; HEK293 ssDAF-12/GRIP1 lit1-tk-luc reporter, luminescence; % of 3 µM dafachronic acid response; 370,000 tested, 1% active; AID 652126;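 active = activation above the mean over all tested compounds plus 3 SD, cut at about 0.9% in these data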;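 also: 0% = DMSO-only wells and 100% = 3 µM delta7-dafachronic acid wells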
proKLK7 act = activators of human kallikrein-7 zymogen | activation, % at 7 µM | 370,000 tested, 0.9% active | P49862 | purified proKLK7, EDANS-DABCYL substrate fluorescence; 100% is mature enzyme control, 0% vehicle;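 active = activation above the mean of all tested compounds plus 3 SD, computed per campaign excluding outliers beyond control limits, cut at about 13% in these data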
DAX1 inh-1 = inhibitors of human orphan nuclear receptor DAX1 (NR0B1); P51843; HEK293 Gal4-DAX1 luciferase reporter, luminescence; inhibition, % at 6.75 µM; 340,000 tested, 0.99% active; AID 504766;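 active = inhibition above the mean over all tested compounds plus 3 SD, cut at about 4.2% in these data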;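 also: 0% = DAX1-transfected cells with DMSO and 100% = empty-vector control cells with DMSO; inhibition shows as a rise in luminescence from relieved DAX1 repression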
hcDAF-12 act = H. contortus DAF-12 activation, primary screen; HEK293 hcDAF-12 lit1-tk-luc reporter, luminescence; 0% DMSO, 100% Δ7-dafachronic acid; activation, % at 6.8 µM; 370,000 tested, 1.4% active; AID 652067;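 active = activation above the mean of all tested compounds plus 3 SD, cut at about 5.5% in these data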;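 also: 100% = response to 3 µM Δ7-dafachronic acid high control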
GAA850 FXN act = activators of GAA850 frataxin (FXN) promoter; 360,000 tested, 0.56% active; HEK293 lucGAA850 FXN promoter luciferase reporter, 24 h; percent of 10 µM SAHA response; activation, % at 6 µM; AID 540364;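 active = activation above the average of all compounds screened plus 3 SD, cutoff fixed separately per campaign, cut at about 7.5% in these data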;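 also: 0% = DMSO wells and 100% = 10 µM SAHA wells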
sPLA2-III inh = Inhibits HGIII-sPLA2 liposome hydrolysis, primary screen; Q9NZ20; QFRET BODIPY PC-A2 liposome hydrolysis, fluorescence; inhibition, % at 12.2 µM; 370,000 tested, 0.56% active; AID 743126;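 active = inhibition above mean plus 3 SD of compounds lying within the high and low control bounds, cut at about 19% in these data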;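 also: 0% = median of test compound wells and 100% = no enzyme DMSO wells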
DAX1 inh-2 = inhibitors of DAX1 repression of SF-1 activated StAR promoter. AID 652010. HEK293T StAR-luciferase reporter, SF-1/DAX-1 repression relief. 370,000 tested, 1.1% active. inhibition, % at 6.8 µM;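 active = inhibition above the mean over all tested compounds plus 3 SD, cut at about 3.6% in these data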;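 also: 0% = DAX-1 cells with DMSO and 100% = cells lacking DAX-1 with DMSO; higher inhibition means more luminescence from relief of DAX-1 repression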
NPR2 activator = GC-B (human) receptor activation; P20594; HEK293-GC-B cells, CNP EC30, cGMP TR-FRET; 0% at EC30 CNP, 100% saturating CNP; activation, % at 10 µM; 370,000 tested, 0.11% active; AID 1920062;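 active = activation at 10 µM reaching about 35% in either raw or pattern-adjusted values, limit read from the data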
NPR1 activator = GC-A (human) enzyme activation. activation, % at 10 µM. HEK293 GC-A cells, cGMP TR-FRET, EC30 ANP; 0% at EC30 ANP, 100% saturating ANP. AID 1671463. P16066. 370,000 tested, 0.14% active; in the data active = activation above about 40%
Target sequence (P16066 whole entry, looked up): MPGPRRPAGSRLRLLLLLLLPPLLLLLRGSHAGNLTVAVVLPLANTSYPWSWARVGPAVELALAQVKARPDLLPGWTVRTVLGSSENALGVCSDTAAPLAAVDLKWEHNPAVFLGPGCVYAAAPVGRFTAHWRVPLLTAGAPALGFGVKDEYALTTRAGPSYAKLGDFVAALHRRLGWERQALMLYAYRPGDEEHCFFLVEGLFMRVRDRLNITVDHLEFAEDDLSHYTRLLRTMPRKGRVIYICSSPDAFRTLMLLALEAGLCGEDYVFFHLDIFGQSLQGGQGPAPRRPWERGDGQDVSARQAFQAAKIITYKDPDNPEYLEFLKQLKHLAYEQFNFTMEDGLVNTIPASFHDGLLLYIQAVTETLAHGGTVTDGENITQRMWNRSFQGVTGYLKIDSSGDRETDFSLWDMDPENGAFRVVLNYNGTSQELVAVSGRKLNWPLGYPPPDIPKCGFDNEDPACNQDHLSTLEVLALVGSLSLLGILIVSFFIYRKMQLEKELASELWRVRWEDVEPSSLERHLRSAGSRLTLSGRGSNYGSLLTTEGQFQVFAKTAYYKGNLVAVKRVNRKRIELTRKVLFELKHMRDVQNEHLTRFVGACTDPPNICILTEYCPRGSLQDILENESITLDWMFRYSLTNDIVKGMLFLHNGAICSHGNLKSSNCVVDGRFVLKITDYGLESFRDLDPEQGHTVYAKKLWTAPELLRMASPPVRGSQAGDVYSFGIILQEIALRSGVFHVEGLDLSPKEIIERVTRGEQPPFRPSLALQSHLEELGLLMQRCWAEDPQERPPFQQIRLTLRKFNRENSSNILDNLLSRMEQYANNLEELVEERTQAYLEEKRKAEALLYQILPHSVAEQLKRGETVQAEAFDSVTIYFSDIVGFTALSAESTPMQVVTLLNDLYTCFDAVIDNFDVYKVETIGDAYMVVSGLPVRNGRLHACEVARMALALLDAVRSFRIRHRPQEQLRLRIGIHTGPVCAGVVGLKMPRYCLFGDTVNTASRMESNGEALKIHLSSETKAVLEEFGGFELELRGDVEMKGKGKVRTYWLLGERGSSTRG
* hit, by the source's call; . = not tested or not shown.

Every second line gives: hgDAF-12 ag	SMARCA2 activ	ssDAF12 agonist	proKLK7 act	DAX1 inh-1	hcDAF-12 act	GAA850 FXN act	sPLA2-III inh	DAX1 inh-2	NPR2 activator	NPR1 activator
CC[C@]12c3[nH]c4cc(CCC(=O)N(C)C)ccc4c3CCN1C(=O)[C@@H](CC(=O)NC(C)(C)C)C[C@@H]2C(=O)N1CCN(C(=O)c2ccco2)CC1
  -0.5	-2	-1.4	-0.1	-0.3	-1.3	-1.4	3	-1.4	-1	2
O=C(Nc1nc2ccccc2[nH]1)c1cccc(Br)c1
  12*	5	0.7	-0.2	0.3	8.6*	3.0	15	1.0	-4	-2
CC(=O)Nc1c(C(=O)O)oc2ccc(Cl)cc12
  3.3	-3	0.2	-0.1	-1.3	3.8	-0.4	-4	-0.1	5	4
O=C(c1ccc(N2CCOCC2)c([N+](=O)[O-])c1)N1CCCCC1
  -1.2	-2	-1.2	0.1	0.4	-2.3	1.0	2	-1.1	5	1
COc1ccc(C(C(C(=O)c2cccs2)N2CCOCC2)N2CCOCC2)cc1OC (stereo not given)
  -0.1	-3	-0.9	-0.4	-0.3	0.9	0.4	-1	-0.3	2	0
COc1ccc2c(=O)cc(C(F)(F)C(F)(F)F)oc2c1
  -1.6	0	-1.6	-0.5	-0.2	-1.1	-0.5	4	-0.1	-3	4
CN(C)CCCNC(=O)c1cc2sc3ccccc3c2s1
  4.3	6	-0.8	-0.5	0.4	0.2	2.4	-10	0.2	-5	9
Cc1ccccc1NS(=O)(=O)c1ccc(NC(=O)N2CCCCC2)cc1
  -4.6	-1	-1.6	-0.1	0.8	-1.5	2.6	-3	-3.0	-1	-2
CCOC(=O)N1CCN(C(=O)c2ccc(Cn3c(=S)[nH]c4cc5c(cc4c3=O)OCO5)cc2)CC1
  -0.2	0	0.1	0.0	0.2	-0.3	-8.6	3	-0.5	16	1
NC(=O)c1ccc(N2CCCCC2)c(N2C(=O)C3C4C=CC(C4)C3C2=O)c1 (stereo not given)
  -1.9	-1	-1.3	-0.3	-0.2	-1.2	-1.1	4	-0.5	4	0
O=C(C[C@@H]1C/C=C\C[C@@H](Cc2ccc(F)cc2)C(=O)OC[C@@H]2CCCN2C1=O)N[C@H](CO)Cc1ccccc1
  -1.2	1	-0.5	-0.4	0.2	-0.2	-3.0	-12	-0.2	6	3
CCCCCCCCN1C(=O)[C@H](CC(=O)N2CCSCC2)C[C@@]2(C(=O)OCC)CCCC=C12
  -2.5	2	-0.9	0.2	.	0.4	.	10	0.8	-5	0
CC1CCN(CCCNC(=O)c2cc3sccc3n2C)CC1
  0.0	3	-1.1	0.1	-0.6	0.4	2.2	-3	0.4	0	-3
CS(=O)(=O)N(CC(=O)N1CCCCCC1)c1ccccc1
  -0.1	-2	-0.8	0.2	-1.0	-0.7	-1.1	-3	0.0	3	0
COc1cc(/C=C2/NC(=O)N(Cc3ccccc3F)C2=O)cc(OC)c1O
  -2.2	-4	-1.6	-1.9	-0.6	-2.0	1.4	-23	-0.2	1	9
CN(CC(=O)OCC(=O)NCC(F)(F)F)S(=O)(=O)c1ccc(Cl)cc1
  5.7	4	-0.9	-1.2	0.6	-0.6	2.1	0	0.5	3	1
O=S1(=O)N=C(N2CCN(c3ccc(F)cc3)CC2)c2ccccc21
  -0.3	-2	-2.1	-0.4	-0.3	-1.0	3.6	-1	-0.2	-5	-5
COc1cc(CNc2ncnc3c2ncn3[C@H]2CN(Cc3ccc(F)cc3)C[C@@H](CO)O2)cc(OC)c1OC
  -2.3	2	-1.5	0.6	.	-2.1	0.0	-5	-1.0	0	-4
O=C(NNC(=O)c1ccc(S(=O)(=O)N2CCCC2)cc1)c1ccc(Br)cc1
  -0.7	-1	-0.2	0.5	-0.9	-0.7	-0.9	-8	-0.9	-2	3
COC(=O)[C@@]12CCCCC3=C1N(CCC3)C(=O)[C@H]2CC(=O)N1CCC(c2ccccc2)CC1
  0.4	-3	-1.8	1.2	.	-0.7	.	13	-0.8	0	1
COc1cc(CNn2nnnc2N)cc(Br)c1OCC(=O)NC(C)(C)C
  -1.8	-4	-1.9	0.4	-1.8	-1.9	-1.5	-1	-0.6	2	4
CCN(C(=O)COC(=O)CN(C)S(=O)(=O)c1ccc(NC(C)=O)cc1)C1CCS(=O)(=O)C1 (stereo not given)
  3.1	-1	-0.3	-0.2	0.8	1.8	0.6	4	1.8	-5	2
OCc1cccc(Nc2ncnc3sc4c(c23)CCCCC4)c1
  -0.4	-2	-1.2	-0.1	-1.0	-0.2	3.2	-7	-0.1	1	-2
COc1cc([N+](=O)[O-])ccc1NC(=O)CSc1nnc(C)c(C)n1
  -1.3	-4	-1.5	-0.3	-0.9	-2.0	-2.0	8	0.0	4	1
Cc1ccc(S(=O)(=O)N2CCCCC2)cc1NC(=O)CCNC(=O)c1ccccc1Cl
  -2.5	5	-1.1	0.0	0.5	-0.9	0.7	-1	1.1	3	2
CCC(=O)N1CCc2cc(S(=O)(=O)NCCC(=O)N3CCN(c4ccccc4)CC3)ccc21
  -1.9	-3	-0.9	0.8	0.2	-3.7	0.4	1	-0.3	2	-4
CC1(C)SC(=S)N(NC(=O)Nc2ccccc2)C1N(O)C(=O)Nc1cccc2ccccc12 (stereo not given)
  -0.5	0	-0.4	-0.6	1.3	3.4	-2.1	-39	-0.4	9	-5
O=C(Nc1ccc(Cl)cc1)Nc1nc(-c2ccccc2)cs1
  1.2	-3	-1.5	-0.2	0.7	-1.1	0.7	-9	-0.2	0	10
Cc1ccc(-c2csc(NC(=S)NC(=O)/C=C/c3ccco3)n2)cc1
  -0.8	4	-0.2	0.0	2.8	0.7	-2.4	-3	0.0	-6	0
CCN1CCCC1CNCc1cccc(OC)c1OCc1ccccc1 (stereo not given)
  -1.4	-3	0.0	0.2	-0.3	0.2	0.0	11	-0.3	-3	-2
CC(C)(C)OC(=O)NCCCC[C@H](NC(=O)c1nc[nH]c1C(=O)NC(c1ccccc1)c1ccccc1)C(=O)OC(C)(C)C
  0.2	1	-1.0	1.5	-0.6	-1.1	0.5	-16	-0.2	10	1
O=C(COC(=O)c1ccc(Br)cc1)NCCC1=CCCCC1
  -0.3	0	-1.9	-0.5	-0.4	-0.8	0.7	-3	0.2	-7	3
Cc1cccc(C(=O)Nc2nc3ncccn3c2-c2ccc(C(F)(F)F)cc2)c1
  -0.5	-2	-1.1	-2.6	.	1.3	.	12	-1.4	5	-4
CN1CCC(N(C)S(=O)(=O)c2ccc(NC(=O)COc3ccc([N+](=O)[O-])cc3)cc2)CC1
  -1.2	2	-0.7	-0.5	-0.4	-0.4	-2.2	-19	0.4	-2	-3
Cc1ccc(N/N=C/c2ccncc2)cc1
  4.5	3	-1.1	0.1	-0.3	1.2	4.5	-2	0.6	-10	-17
Cc1cc(C)c2cc(C(O)c3nnnn3Cc3ccccc3)c(=O)[nH]c2c1 (stereo not given)
  0.7	1	-1.1	0.2	0.1	-1.1	6.6	-10	0.0	-4	-3
Cc1cccc(C(O)c2ncc(-c3ccccc3Cl)[nH]2)c1C (stereo not given)
  0.4	-3	-0.7	-0.3	.	1.0	-1.0	-10	0.1	2	-4
CCN(CC)S(=O)(=O)c1ccc(-c2nnc(SCC(N)=O)n2CC)cc1
  1.2	2	-1.0	-0.1	0.7	1.9	0.2	5	0.1	6	-4
O=C(NC(=S)N1CCCCCC1)c1ccc(Cl)cc1Cl
  -1.4	-1	-1.0	-0.4	.	0.5	1.7	9	-1.1	-1	4
O=C(CSc1ncccn1)N1CCN(S(=O)(=O)c2ccccc2)CC1
  -2.2	5	-1.8	-0.5	-0.2	-0.9	-0.5	4	0.9	3	1
CCCOP(=O)(OCCC)C(Nc1cccc(C(F)(F)F)c1)c1ccc(C)cc1 (stereo not given)
  0.4	1	-1.6	0.4	-0.2	1.3	-3.0	-8	-1.5	-9	-10
O=C(Nc1ccc(F)c(Cl)c1)Nc1ccc(Cl)cn1
  -1.7	-2	-0.3	-0.5	-0.7	-0.3	0.9	1	0.5	-5	1
COc1ccc(C(CNC(=O)c2cccc(S(=O)(=O)Nc3ccc(F)cc3)c2)N2CCCC2)cc1 (stereo not given)
  -1.9	-2	-0.3	0.1	-0.5	-1.7	-1.9	-18	3.6*	5	-9
COC(=O)c1sc2ncn(-n3c(C)ccc3C)c(=O)c2c1C
  -0.5	5	-1.3	-0.1	-1.1	-1.3	-0.2	0	-1.1	2	-3
CCN(CC)S(=O)(=O)c1cc(-c2nnc(-c3ccc(Br)cc3)o2)ccc1Br
  -1.8	0	-1.0	0.1	-0.8	-0.6	0.3	11	-0.4	5	6
Fc1cccc(Cl)c1Cc1noc(/C=C/c2ccccc2)n1
  4.7	1	-1.2	1.0	1.3	-0.2	5.1	-8	1.9	0	3
CC(=O)Nc1sc(N/N=C/c2ccccc2F)nc1-c1ccc(C)cc1
  2.8	1	-0.9	-7.5	1.3	2.5	0.3	6	-0.1	5	15
O=C(COC(=O)c1nn(CCO)c(=O)c2ccccc12)Nc1ccc(Cl)c(Cl)c1
  -1.7	-1	-0.5	0.1	1.1	1.0	1.4	-9	0.3	1	3
COCC(=O)n1nc(NCc2ccc(OC)cc2)nc1NCc1ccc(OC)cc1
  1.4	-1	-1.1	-0.2	-0.5	-1.0	-1.5	-1	-0.1	3	0
Cc1cc(C)cc(NC(=O)c2cc(=O)c3ccccc3o2)c1
  0.9	2	-1.6	0.7	0.4	-2.2	0.9	-3	-0.4	-5	-5
O=C(Nc1cc(C(F)(F)F)ccc1N1CCOCC1)c1cn2ccccc2n1
  -1.4	-1	-1.0	0.1	6.6*	0.5	-0.3	0	-0.4	1	-8
Cc1ccc(Cn2c(C(=O)O)cc3sccc32)cc1
  -0.7	1	-0.5	0.5	-1.2	0.9	-1.4	1	-0.3	-5	1
CCOC(=O)CSc1nnc(NC(=O)c2cccc([N+](=O)[O-])c2)s1
  -0.2	-1	-1.3	-0.1	1.2	-1.9	2.8	-2	0.1	-3	2
O=C(CCSc1ccc(Cl)cc1)Nc1cccnc1
  -0.1	1	-1.1	-0.2	1.0	-2.4	1.5	7	-0.1	3	11
CCOc1ccc(Oc2ccccc2NC(=O)CN2C(=O)NC3(CCCC3)C2=O)cc1
  -2.4	-3	-1.1	-0.1	-1.2	-2.1	-1.4	10	0.1	-4	2
Cc1ccc(NS(=O)(=O)c2ccc3c(c2)n(C)c(=O)n3C)c(C)c1
  -1.0	-1	-0.9	0.1	1.2	-2.0	1.8	-7	0.1	7	3
COc1ccccc1-c1cncc(NC(C)=O)n1
  3.3	-3	0.6	1.7	.	-0.7	1.1	5	-1.4	0	0
Cc1ccc(S(=O)(=O)N(CCCc2c(C)nc(N)[nH]c2=O)Cc2ccc([N+](=O)[O-])cc2)cc1
  -1.6	-2	-1.0	0.5	-0.5	-0.7	-4.0	-6	-1.6	-1	1

Screening results: PubChem, several laboratories
